Screens (PubChem BioAssay)
PAFAH1B3 FP inh: PAFAH1B3 enzyme inhibitors, primary screen, biochemical, fluorescence polarization, human; Platelet-activating factor acetylhydrolase IB subunit alpha1 (Homo sapiens), Q15102; inhibition, % at 3.39 µM; recombinant PAFAH1B3, FP-rhodamine probe; 0.28% of 340,000 active;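 active = inhibition above the screen-wide average of all tested compounds plus 3 SD, cut at about 25% in these data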;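 also: 0% = enzyme with DMSO only and 100% = wells lacking PAFAH1B3 protein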
Target sequence (Q15102 whole entry, looked up): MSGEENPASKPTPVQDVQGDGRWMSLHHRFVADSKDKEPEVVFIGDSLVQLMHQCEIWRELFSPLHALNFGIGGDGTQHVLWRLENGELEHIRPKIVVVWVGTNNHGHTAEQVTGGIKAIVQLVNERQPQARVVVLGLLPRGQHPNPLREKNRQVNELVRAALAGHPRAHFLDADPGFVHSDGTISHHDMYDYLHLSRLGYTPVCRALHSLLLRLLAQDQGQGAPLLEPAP
PAFAH2 inh: PAFAH2 enzyme inhibitors, primary screen, biochemical, fluorescence polarization, human; AID 492956, 2010; 0.99% of 340,000 active; inhibition, % at 3.39 µM; Platelet-activating factor acetylhydrolase 2, cytoplasmic (Homo sapiens), Q99487; recombinant PAFAH2, FP-rhodamine activity probe;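 active = inhibition above the mean over all tested compounds plus 3 SD, cut at about 30% in these data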;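 also: inhibitors block probe labeling of enzyme so polarization drops; 0% = enzyme with DMSO and 100% = wells lacking PAFAH2 protein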
* marks the source's active call; other numbers are inactive results.

| PAFAH1B3 FP inh | PAFAH2 inh | SMILES |
| --- | --- | --- |
| 9 | -2 | COc1cc(Cl)c(CNC[C@H]2O[C@@H](n3ccc(=O)[nH]c3=O)[C@H](O)[C@@H]2O)c(Cl)c1O |
| -35 | -40 | NS(=O)(=O)c1ccc(NC(=O)c2cccc3cc4ccccc4nc23)cc1 |
| 8 | 8 | COc1cc(C(=O)OCC(=O)NCCC2=CCCCC2)cc(OC)c1OC |
| 8 | 1 | C=CCN1C(=S)CC(c2ccccc2)=Nc2ccccc21 |
| 14 | -7 | COCCNC(=O)Cn1nc(-c2ccccc2F)ccc1=O |
| 6 | -3 | COc1ccc(S(=O)(=O)N2CCN(C(=O)c3ccc(=O)[nH]n3)CC2)cc1OC |
| 12 | -2 | CCOc1ccccc1C=C1SC(=S)N(CC)C1=O |
| -2 | -2 | CC(C)c1nc2sc3c(SCCN(C)C)ncnc3c2c2c1CCC2 |
| 6 | 0 | CC(C)(C)c1ccc(-c2cn(-c3ccc(Br)cc3)c3[n+]2CCCS3)cc1 |
| 1 | 2 | CN(c1ccccc1C(=O)Nc1ccccc1-c1ccccc1)S(C)(=O)=O |
| -1 | 4 | CCN1C[C@@H]2[C@@H]3C(=O)N(Cc4ccccc4)C(=O)[C@@H]3[C@](Cc3ccccc3)(C1=O)N2C(=O)c1ccccc1 |
| 7 | -2 | O=C1CC2(CCN1)CCN(Cc1ccccc1)CC2 |
| 15 | 10 | CCOc1ccc2ccccc2c1CNCCc1ccc(S(N)(=O)=O)cc1 |
| 4 | 0 | COc1cccc(S(=O)(=O)NCc2ccc(C(=O)N3CCN(C)CC3)cc2)c1 |
| -11 | 8 | COc1ccc2nc(N3C(=O)/C(=C/c4ccc(Cl)cc4)NC3=S)sc2c1 |

Some of these compounds in order of their number in PAFAH2 inh, highest first:
canonical_smiles | PAFAH1B3 FP inh | PAFAH2 inh
COc1ccc2nc(N3C(=O)/C(=C/c4ccc(Cl)cc4)NC3=S)sc2c1 | -11 | 8
CC(C)(C)c1ccc(-c2cn(-c3ccc(Br)cc3)c3[n+]2CCCS3)cc1 | 6 | 0
O=C1CC2(CCN1)CCN(Cc1ccccc1)CC2 | 7 | -2

The list continues.
| PAFAH1B3 FP inh | PAFAH2 inh | SMILES |
| --- | --- | --- |
| 13 | 5 | O=C(CSc1nnc(C2CC2)n1C1CC1)c1cc(F)ccc1F |
| 4 | 3 | Cc1cccc(CC2(O)C(=O)Nc3ccccc32)n1 (configuration not stated) |
| 1 | 3 | CC(C)n1cc(CN2CCC(Oc3ccc(C(=O)N4CCCCC4)cc3)CC2)cn1 |
| 9 | 21 | O=C(CCN1CCN(c2ccccc2)CC1)N/N=C/c1ccc(O)c(O)c1O |
| 6 | -1 | CC(=O)Nc1ccc(NC(=O)c2ccc(Cl)c(S(=O)(=O)N3CCc4ccccc43)c2)cc1 |
| 6 | 19 | C#CCOCCOCCOCCNc1nc(N2CCN(C(=O)Cn3cc(CCO)nn3)CC2)nc(N2CCN(C(=O)[C@H]([C@@H](C)CC)n3cc(CCCN=C(N)N)nn3)CC2)n1 |
| 3 | -6 | CCn1cc(C(=O)NC2CCCC2)c(=O)c2cc(S(=O)(=O)N3CCOCC3)ccc21 |
| 4 | 5 | O=C(CN1C(=O)c2ccccc2C1=O)NC(Cc1ccccc1)C(=O)O (configuration not stated) |
| 16 | 42* | O=C1CSC(=S)N1N=Cc1c(O)ccc2ccccc12 |
| 25 | 17 | Cc1ccc2c(c1)c1ccc3c(c1n2C)C(=O)C=CC3=O |
| -2 | 5 | O=C(Nc1nc2cc3c(cc2s1)OCO3)c1ccco1 |
| 4 | 0 | CCOC(=O)c1ccccc1NC(=O)COC(=O)C(Cc1c[nH]c2ccccc12)NC(C)=O (configuration not stated) |
| 0 | -4 | COC(=O)C1C/C(=N/NS(=O)(=O)c2ccc(C)cc2)CS1 (configuration not stated) |
| -7 | -4 | Cc1cc2nc(N=C(N)N)nc(C)c2cc1C |
| 12 | -1 | CCN(C(=O)COC(=O)c1ccccc1Nc1ccccc1)c1c(N)n(Cc2ccccc2)c(=O)[nH]c1=O |
| 19 | -18 | COc1ccc(/C=N\NC(=O)c2cc3c(ccc4ccccc43)o2)cc1O |
| 9 | 1 | CCCn1nc(NC(=O)COC)c2cc3cc(C)ccc3nc21 |
| 2 | -8 | O=C(CN1CCN(S(=O)(=O)c2ccc3c(c2)OCCO3)CC1)Nc1cccc(F)c1 |
| -3 | 6 | CC(C)(C)N(Cc1ccccc1)C(=O)COC(=O)C1=NN(c2ccccc2)C(=O)CC1 |
| 4 | 1 | COc1cc(C(=O)Nc2cccc(-c3nc4ccccc4o3)c2C)cc(OC)c1OC |
| 6 | 1 | COc1ccccc1NC(=O)C(C)OC(=O)Cc1ccsc1 (configuration not stated) |
| 1 | 3 | O=C(O)C1CCN(Cc2oc(CO)cc(=O)c2O)C1 (configuration not stated) |
| -1 | -4 | O=C(O)C1C2CCC(CC2)C1C(=O)O (configuration not stated) |
| 5 | -2 | CC1CCN(S(=O)(=O)c2cn(CC(=O)N3CCN(C)CC3)c(=O)c3ccccc23)CC1 |
| 9 | 5 | O=C(O)c1ccc(Oc2ccc(S(=O)(=O)c3ccc(C(=O)O)c(C(=O)O)c3)cc2)cc1 |
| 9 | 4 | COc1cc(/C=N/Nc2ncnc3sc4c(c23)CCC4)ccc1O |
| 8 | -6 | CC(C)C[C@@H](CNCC(=O)[C@H](CC(=O)O)NC(=O)c1[nH]cnc1C(=O)N[C@H](CN)CC(C)C)NC(=O)c1nc[nH]c1C(=O)N[C@@H](C)C(=O)O |
| 6 | -4 | CC(=O)Nc1ccc(C=NN=C2c3ccccc3-c3ccccc32)cc1 |
| 3 | 0 | O=C(c1ccc(Cl)c(Cl)c1)N1CCN(c2ccccn2)CC1 |
| 2 | -9 | C=C1CC2(OC1=O)c1ccccc1CCc1ccccc12 |
| 8 | 10 | O=C(C=C(O)c1ccc(Cl)cc1)C(=O)NNC(=O)C(O)(c1ccccc1)c1ccccc1 |
| -1 | -2 | CS(=O)(=O)N(CC(=O)N1CCc2ccccc2C1)c1ccc(Cl)cc1F |
| 5 | 11 | Cc1cccn2c(=O)c(/C=C(\C#N)C(N)=O)c(N3CCN(c4ccccc4)CC3)nc12 |
| -1 | -1 | O=C(O)c1cc(-c2cc(C(=O)O)c3ccccc3n2)ccc1O |
| 6 | -2 | CN1c2ccccc2C(C)(C)C12C=Nc1c(cc(N3CCOCC3)c3ccccc13)O2 (configuration not stated) |
| -5 | 5 | O=C(CCc1ccco1)CCc1ccco1 |
| -1 | 4 | CCOC(=O)CSc1nc2c(c(=O)n(C)c(=O)n2C)n1CCCc1ccccc1 |
| 7 | 4 | Cc1cc2c(cc1C)NC(C)CC(=O)N2 (configuration not stated) |
| 5 | 4 | S=C(NCc1ccccn1)NN=Cc1ccccn1 |
| 10 | -1 | COc1ccc(OC)c(NC(=O)/C=C/c2ccc(S(=O)(=O)N3CCOCC3)cc2)c1 |
| 18 | 2 | O=C1NC(=S)NC1=Cc1ccco1 |
| 4 | -7 | COc1ccc(C(=O)NNC(=O)c2cccc3ccccc23)cc1 |
| 17 | -3 | Cc1ccc([N+](=O)[O-])cc1NC(=S)NC(=O)c1c(Cl)cnn1C |
| 6 | 1 | COc1cc(C(=O)Nc2c(C(=O)O)[nH]c3ccccc23)cc(OC)c1OC |
| 15 | 8 | Oc1ccc(Nc2nc(-c3ccccc3O)nc3ccccc23)cc1 |
| -7 | -2 | O=C1CCCC2=C1C(c1ccsc1)CC(=O)N2c1nnc(SCc2ccccc2)s1 (configuration not stated) |
| 9 | 8 | COc1ccc(NC(=O)c2cc(-c3ccccc3O)n[nH]2)cc1Cl |
| 6 | -6 | O=c1[nH]c2cnn(-c3ccccc3)c2c(=O)n1O |
| -2 | -2 | COc1ccc(Cl)cc1NC(=O)CN(C)C(=O)CN1C(=O)NC(C)(c2ccc3ccccc3c2)C1=O (configuration not stated) |
| 11 | 12 | C/C(=N\Nc1ccc(S(N)(=O)=O)cc1[N+](=O)[O-])c1ccc2c(c1)OCO2 |
| -2 | -11 | COc1ccc(C[C@@H]2OC3(C=CC(=O)C=C3)O[C@H]2Cc2ccc(OC)cc2)cc1 |
| -5 | 3 | COc1c(Cl)cc(Cl)cc1C(=O)Nc1ccc(CN2CCOCC2)cc1 |
| 5 | 3 | c1coc(-c2nc3nc4ccccc4nc3n2-c2ccc3c(c2)OCCO3)c1 |
| 3 | 8 | COc1ccc(C(=O)O)cc1S(=O)(=O)Nc1ccccc1Cc1ccccc1 |
| 2 | 2 | COCCN(C(=O)COC(=O)c1ccc(-c2ccccc2)cc1)c1c(N)n(Cc2ccccc2)c(=O)[nH]c1=O |
| 2 | -1 | N#CC1(Nc2ccc(C(=O)O)cc2)CCCC1 |
| 8 | 0 | COc1cc(C(=O)N2CCN(S(=O)(=O)c3ccc(C)cc3)CC2)ccc1OCC(=O)N1CCOCC1 |
| 1 | 6 | COc1ccc(C(=O)Nc2nc3ccc(OC)cc3s2)cc1 |
| -2 | 2 | O=C(O)C(c1ccccc1)C(O)C1CCCC1 (configuration not stated) |
| 7 | 9 | CN(Cc1c(F)cccc1Cl)C(=O)c1cccc(S(=O)(=O)N2CCN(Cc3ccccc3)CC2)c1 |

Structural class: the compounds so far with two or more sulfur atoms (6)
| PAFAH1B3 FP inh | PAFAH2 inh | SMILES |
| --- | --- | --- |
| 12 | -2 | CCOc1ccccc1C=C1SC(=S)N(CC)C1=O |
| -2 | -2 | CC(C)c1nc2sc3c(SCCN(C)C)ncnc3c2c2c1CCC2 |
| -11 | 8 | COc1ccc2nc(N3C(=O)/C(=C/c4ccc(Cl)cc4)NC3=S)sc2c1 |
| 16 | 42* | O=C1CSC(=S)N1N=Cc1c(O)ccc2ccccc12 |
| 0 | -4 | COC(=O)C1C/C(=N/NS(=O)(=O)c2ccc(C)cc2)CS1 (configuration not stated) |
| -7 | -2 | O=C1CCCC2=C1C(c1ccsc1)CC(=O)N2c1nnc(SCc2ccccc2)s1 (configuration not stated) |

Continuation.
| PAFAH1B3 FP inh | PAFAH2 inh | SMILES |
| --- | --- | --- |
| 4 | -5 | O=C(NC(=S)Nc1ccc(N2CCOCC2)cc1)c1cccc(Cl)c1Cl |
| 3 | 6 | CCCCc1nc2cc(C(=O)N3CCC(O)CC3)ccc2o1 |
| 5 | -6 | CCOC(=O)c1ccc(N2Cc3ccccc3C2=NC(=O)c2ccncc2)cc1 |
| -1 | 3 | COc1cc(OC)c(OC)cc1CNC(=O)c1cc(S(=O)(=O)N(C)c2ccccc2OC)ccc1C |
| 5 | -1 | Cc1ccc(C(=O)N2[C@@H]3CN(C)C(=O)[C@@]2(Cc2ccccc2)[C@H]2C(=O)N(Cc4ccccc4)C(=O)[C@@H]32)cc1 |
| 3 | 5 | O=C(CCc1ccccc1)Nc1c(F)c(F)c(F)c(F)c1F |
| 3 | -1 | CC(C)Cn1c(N)c(C(=O)CSc2nnc(C3CC3)n2C2CC2)c(=O)n(C)c1=O |
| 8 | -6 | N#Cc1ccc(C(=O)NN2C(=O)NC3(CCCCC3)C2=O)cc1 |
| 1 | -3 | COc1cc(C(=O)Nc2cc(S(=O)(=O)N3CCOCC3)ccc2N2CCOCC2)ccc1OC(F)F |
| 8 | 2 | CC1CCN(C(=O)CSc2nnc(N)s2)CC1 |
| 6 | 5 | CC(=O)CC[N+](C)(C)C |
| 5 | -3 | Cc1ccc(-c2nnn(CC(=O)Nc3ccccc3-c3ccccc3)n2)c(-n2cnnn2)c1 |
| -13 | -36 | Oc1ccc(C[C@H]2CNC(=S)N2CC2CCCN2C[C@H](Cc2ccccc2)N2C[C@H](Cc3ccc(O)cc3)N(CCc3ccccc3)C2=S)cc1 (some centres not stated) |
| 22 | -2 | C#CC(C)(O)C1CC(CC(=O)O)C1(C)C (configuration not stated) |
| 3 | 0 | O=C(Nc1c[nH]c2c(Cl)cccc2c1=O)N1CCN(c2ccccn2)CC1 |

Looked up one by one from the list above:
| PAFAH1B3 FP inh | PAFAH2 inh | SMILES |
| --- | --- | --- |
| 5 | -6 | CCOC(=O)c1ccc(N2Cc3ccccc3C2=NC(=O)c2ccncc2)cc1 |
| 5 | -3 | Cc1ccc(-c2nnn(CC(=O)Nc3ccccc3-c3ccccc3)n2)c(-n2cnnn2)c1 |
| 3 | -1 | CC(C)Cn1c(N)c(C(=O)CSc2nnc(C3CC3)n2C2CC2)c(=O)n(C)c1=O |

The list continues:
| PAFAH1B3 FP inh | PAFAH2 inh | SMILES |
| --- | --- | --- |
| -24 | -19 | Cc1ccc(-c2nn3c(C)nnc3s2)cc1NC(=O)c1ccc(-c2cccc(Cl)c2)o1 |
| 9 | 0 | Cc1ccc(S(=O)(=O)N2CCCN(C(=O)c3ccc(-n4nccc4C)cc3)CC2)cc1 |
| -9 | 3 | Cc1ccsc1C(=O)N(C)CC(=O)Nc1ccccc1Br |
| 12 | 0 | CCc1ccc(NC(=S)N2CCCC2)cc1 |

Ordered by heavy-atom count (low to high): some entries from above
| PAFAH1B3 FP inh | PAFAH2 inh | SMILES |
| --- | --- | --- |
| 22 | -2 | C#CC(C)(O)C1CC(CC(=O)O)C1(C)C (configuration not stated) |
| 3 | 0 | O=C(Nc1c[nH]c2c(Cl)cccc2c1=O)N1CCN(c2ccccn2)CC1 |
| -24 | -19 | Cc1ccc(-c2nn3c(C)nnc3s2)cc1NC(=O)c1ccc(-c2cccc(Cl)c2)o1 |

Only part of the results is shown; the hit share may differ from the screen's.
